human PMI inhibitors: MPI inhibition at elevated mannose 6-phosphate – biochemical, fluorescence intensity, high mannose 6-phosphate, primary screen (AID 1220); recombinant PMI enzyme, coupled fluorescence intensity; higher % means a stronger effect; inhibition, % at 20 µM; hits with a dose series show IC50 in µM; 190,000 tested, 0.66% active
M17LAP inhibition: P. falciparum M17LAP inhibitors, primary screen, biochemical, fluorogenic H-Leu-NHMec substrate, 1536-well (AID 1619); one-dose inhibition, % at 30 µM; IC50 in µM for titrated hits; recombinant M17LAP, H-Leu-NHMec fluorogenic kinetic assay; higher % means a stronger effect; 220,000 tested, 0.38% active;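 active = compound inhibiting the enzyme by more than half at any dose during confirmatory dose-response retesting; inconclusive = strong single-dose inhibitors picked by rank but not retested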;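 also: plate controls were full reaction with DMSO carrier for no effect and no enzyme background for full effect; strong numbers were not always called active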
SIAH1 antagonists: Siah-1 peptide-binding antagonists, primary screen, biochemical, fluorescence polarization, rhodamine-plectin, uHTS (AID 1817); Siah-1 / rhodamine-plectin peptide fluorescence polarization; higher % means a stronger effect; displacement, % at 20 µM; hits with a dose series show IC50 in µM; 290,000 tested, 0.02% active;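 active = displacement of at least 50% at 20 µM, with a fluorescence ratio check between 0.3 and a set limit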;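 also: plate controls were Siah plus tracer with DMSO for no effect and tracer alone without Siah for full effect; strong numbers were not always called active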
PMI inhibitors: inhibitors of human PMI, primary screen, biochemical, fluorescence intensity, coupled assay (AID 1209); one-dose inhibition, % at 20 µM; IC50 in µM for titrated hits; 190,000 tested, 0.42% active; purified PMI enzyme, coupled fluorescence intensity; higher % means a stronger effect;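 also: plate controls were DMSO vehicle for no effect and wells lacking substrate for full effect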
XIAP displacement: small molecules displacing peptide from XIAP – biochemical, IAP family, fluorescence polarization (AID 1018); XIAP BIR domain, fluorescence polarization peptide displacement; higher % means a stronger effect; displacement, % at 20 µM, or IC50 in µM where a hit was titrated; 200,000 tested, 0.007% active; in the data active = displacement above about 50%; also: a part of the inactive calls stands beside numbers as strong as those of hits
TNAP activators: human TNAP enzyme activators, primary screen, biochemical, luminescent, no phosphate acceptor, uHTS (AID 1001); 200,000 tested, 0.03% active; purified TNAP, luminescent activation assay, no phosphate acceptor; higher activation fold means a stronger effect; one-dose activation fold at 20 µM; EC50 in µM for titrated hits; in the data active = activation fold from about 3, or a potency from the dose series; inactive = the rest, 99 in 100 with activation fold below about 1.6; also: many of its hits are not listed in these tables
UTI89 phage lysis: inhibition of K1F phage lysis, E. coli UTI89, bacterial capsule biogenesis inhibitors, alamar blue (AID 488966); E. coli UTI89 K1F phage lysis, alamar blue, 2 h; higher % means a stronger effect; one-dose inhibition, % at 100 µM; IC50 in µM for titrated hits; 340,000 tested, 0.02% active;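 active = phage lysis inhibition, versus mean bacterial control, above a set limit; inconclusive = no clear call, values can overlap the other calls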;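 also: capsule biogenesis inhibitors block K1F phage lysis so surviving cells raise fluorescence; higher fluorescence means more inhibition of phage lysis; actives were called in the ten point dose series up to 300 µM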
P. falciparum M1AAP: P. falciparum M1AAP inhibitors, biochemical, fluorogenic H-Leu-NHMec substrate, 1536-well (AID 1445); recombinant M1AAP, H-Leu-NHMec fluorogenic kinetic assay; higher % means a stronger effect; one-dose inhibition, % at 30 µM; IC50 in µM for titrated hits; 220,000 tested, 0.42% active;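 active = primary inhibition above the hit cutoff, then over 50% inhibition at one or more dose response concentrations, cut at about 23% in these data, passing the limit was not always enough; inconclusive = conflicting primary data, or primary hits not chosen for dose response; inactive = low primary inhibition, or under 50% at every dose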;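 also: plate controls were DMSO full reaction for no effect and no enzyme background for full effect; strong numbers were not always called active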
Hep lipid drop: modulators of hepatic lipid droplet formation; AML12 mouse hepatocytes, oleate lipid droplets, BODIPY imaging; inhibition, % at 6.5 µM; 240,000 tested, 0.4% active; AID 1656;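 active = lipid droplet intensity inhibited by at least 50%, with more than 500 cells counted; inconclusive = wells with under 300 cells, treated as cytotoxic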
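Technique: fluorescence imaging, 20x objective, two fields per well / Assay system: AML12 hepatocytes (mouse) / Measure: % inhibition of lipid droplet signal / Doses: 6.5 µM single-point dosing / Incubation: overnight exposure / Reagent: 100 µM oleic acid challenge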
Hep lipid drop cells 6.5 µM: recorded beside Hep lipid drop, whose call it bears; cell count; measured here: cell count, cytotoxicity flag;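 cells counted across two imaged fields per well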
An asterisk follows results filed as active; i = inactive; ? = inconclusive; · = no result given; [ ] = remark or other dose. Rule as the data show it, unless noted: active = inhibition above about 50%; inactive = the rest.

SMILES	human PMI inhibitors	M17LAP inhibition	SIAH1 antagonists	PMI inhibitors	XIAP displacement	TNAP activators	UTI89 phage lysis	P. falciparum M1AAP	Hep lipid drop	Hep lipid drop cells 6.5 µM
Cc1ccc(CSc2nnc(Cn3c(=O)sc4ccccc43)n2C)cc1	-12%	-1%	14%	-6%	-4.2%	1.1	2.7%	3%	-35	735
CCN(CC)c1ccc(NC(=O)COc2ccccc2C#N)cc1S(=O)(=O)Nc1ccc(OC)cc1	4%	5%	-1%	1%	-7.1%	0.9	3.3%	12%	-10	592
CCn1c2c(c3cc(C(=O)O)ccc31)CCCC2=O	-1%	-1%	-6%	7%	-5.7%	1	-0.7%	-1%	1	808
CN(C(=O)c1cccnc1)c1nc(-c2ccccc2)cs1	-8%	-15%	2%	1%	0.1%	1.1	0.0%	2%	·	·
Cn1c(CSCC(=O)Nc2ccccc2)nnc1SCc1ccccc1	·	-7%	2%	·	·	·	0.8%	4%	·	·
O=C(O)CCCCCNS(=O)(=O)c1ccc2c(c1)OCCO2	3%	-4%	0%	10%	-5.0%	1.1	0.3%	1%	14	737
Nc1c(C(=O)c2ccc(Cl)cc2)sc2nc3c(cc12)CCC3	4%	11%	6%	10%	-5.5%	1	1.6%	4%	-18	665
CC(OC(=O)Cc1coc2ccc3ccccc3c12)C(=O)NC(N)=O (stereo not given)	·	20%	5%	·	·	·	0.1%	4%	-4	648
Cc1nn(Cc2ccccc2)c(C)c1NC(=O)c1cc(-c2ccco2)on1	-8%	-2%	2%	-4%	-1.4%	1.1	0.9%	3%	-34	718
O=C1CC(c2ccco2)Cc2nc(N3CCc4ccccc4C3)ncc21 (stereo not given)	20%	9%	2%	-13%	-0.5%	1	-1.0%	6%	·	·
CS(=O)(=O)Nc1ccccc1C(=O)Nc1cc(Cl)cc(Cl)c1	3%	10%	-4%	10%	-9.6%	1	i	4%	-2	812
Cc1cc(C)c(C)c(S(=O)(=O)N2CCC(C(=O)OCC(=O)N3c4ccccc4NC(=O)C3(C)C)CC2)c1C	18%	-9%	-8%	22%	-5.2%	1	1.0%	4%	-1	776
COc1ccc2c(c1)C(=O)C(=O)N2	20%	-1%	-4%	17%	4.1%	1	0.2%	2%	-10	580
CCN(CC)c1ccc(NC(=O)C2CC3CCC2C3)cc1 (stereo not given)	32%	20%	0%	14%	-1.9%	1.1	1.4%	5%	·	·
COc1ccc(C2NC(=O)Cc3cc(OC)c(OC)cc32)cc1OC (stereo not given)	·	10%	0%	·	·	·	0.0%	5%	-14	646
COc1ccc(Br)cc1CNC(=O)CCNC(=O)Cn1ccc2ccccc2c1=O	6%	-2%	2%	5%	-4.1%	1.1	0.3%	0%	-3	725
COC(=O)c1ccccc1NC(=O)C1CC=CCC1C(=O)O (stereo not given)	4%	30%	4%	7%	-0.1%	1.1	0.2%	4%	14	628
O=C(CCc1nnc(-c2ccccc2)o1)NC1CCCCC1	-11%	18%	-6%	-3%	-8.6%	1	2.9%[50 µM]	3%	-4	676
Nc1ccccc1C(=O)NC1CCCCNC1=O (stereo not given)	·	-11%	12%	·	·	·	-0.8%	5%	9	689
O=C(CSCc1ccc([N+](=O)[O-])cc1)N/N=C/c1ccncc1	-3%	0%	1%	-2%	-5.4%	1.1	0.5%	2%	2	710
CC[N+](CC)(CC#Cc1ccccc1)CC#Cc1ccccc1	·	-1%	4%	·	·	·	0.8%	-1%	-7	652
CCOc1cc(CNC)ccc1OCC(=O)NC(C)(C)C	-3%	-4%	5%	-7%	-4.8%	1.1	0.6%	-5%	12	750
Cc1csc(SCc2ccccc2C(=O)O)n1	6%	4%	-2%	5%	-0.8%	1.1	0.2%	5%	·	·
C=CCNC(=S)Nc1ccc(Cl)c(S(=O)(=O)N2CCOCC2)c1	-9%	-1%	6%	-7%	-6.6%	1.1	0.0%	1%	-3	686
CC(C)NS(=O)(=O)c1ccc(OCC(=O)N(C)Cc2ccccc2)cc1	-6%	6%	3%	-3%	-4.5%	1.1	5.3%	11%	0	732
C=C(CC1([C@@H](NP(=O)(c2ccccc2)c2ccccc2)[C@H]2C[C@@H]2CCCC)CC1)c1ccccc1	4%	5%	-1%	3%	-4.0%	1.2	0.5%	-4%	-8	753
Cc1onc(-c2ccccc2Cl)c1C(=O)c1ccccc1	·	-1%	8%	·	·	·	-0.2%	1%	-23	647
Cn1c(Cn2c(=O)sc3ccccc32)nnc1SCC(=O)N1CCCCCC1	-8%	6%	21%	-8%	-4.7%	1.1	-0.8%	-2%	-1	747
O=C(N/N=C/c1ccc(Br)s1)c1ccncc1	8%	11%	4%	-2%	-6.4%	1.1	-0.1%	?	4	711
COCCN(CC(=O)Nc1cccc(C)c1)S(=O)(=O)c1ccc(S(=O)(=O)N2CCCC2)cc1	-3%	-4%	-1%	-2%	-3.3%	1.1	0.4%	-4%	·	·
N#Cc1c(NC(=O)c2ccc(Cn3cc(Br)cn3)o2)sc2c1CCCCCC2	-2%	0%	-5%	10%	-4.3%	1.1	-0.3%	9%	-21	752
Nc1nnc(CCOc2ccc(Cl)cc2)s1	5%	16%	0%	3%	-4.9%	1	0.2%	0%	8	780
N/C(=N\NC(=O)c1cccs1)c1cc2cc(Cl)ccc2oc1=O	·	0%	-2%	·	·	·	0.2%	10%	8	639
CCn1c(=S)[nH]c2cc(C(=O)O)ccc21	-40%	6%	3%	-32%	-5.8%	0.9	·	-2%	-8	680
Cc1cc(NC(=O)CSc2nc(C3CC3)nc3sc(C)c(C)c23)no1	-8%	1%	0%	-6%	-5.1%	1.1	-0.2%	3%	23	822
CC(C)CC(NC(=O)C1CCCCC1)C(=O)N1CCN(c2ccccn2)CC1 (stereo not given)	2%	0%	-1%	8%	-1.0%	1.1	0.4%	0%	1	776
CCOc1ccc(OCCN2CCCCC2)cc1	-6%	-6%	5%	-9%	-7.9%	1.1	0.1%[50 µM]	-2%	1	626
COc1ccc(NC(=O)C(F)(OC)C(F)(F)F)c(OC)c1 (stereo not given)	2%	-7%	1%	2%	-17%	1.1	-0.5%	5%	·	·
C=CCCCN(Cc1ccccc1)S(=O)(=O)c1ccccc1Br	·	10%	1%	·	·	·	1.2%	9%	-24	762
CN1C=CC=C/C1=C1/SC(=S)N(Cc2ccccc2)C1=O	-3%	0%	-3%	-3%	-0.3%	0.9	3.5%	9%	-28	634
CCNC(=O)NC(=O)COC(=O)CCCSc1nc2ccccc2s1	0%	-5%	4%	1%	1.9%	1.1	-0.1%	1%	2	622
CC(=O)c1ccc(NC(=O)C2CCCN(C(=O)c3ccc(Cl)cc3)C2)cc1 (stereo not given)	-6%	-9%	16%	-5%	-1.2%	1.2	·	7%	1	690
O=C(CSc1n[nH]c(-c2ccco2)n1)N1c2ccccc2Sc2ccccc21	9%	16%	-4%	5%	0.6%	0.7	0.6%	14%	·	·
COc1ccccc1NC(=O)Cn1c2ccccc2c2nc3n(c(=O)c21)CCS3	3%	-2%	-2%	-1%	-2.2%	1	0.0%	-1%	-8	689
O=S(=O)(c1ccc(Cl)cc1)c1ccccn1	-11%	5%	1%	-10%	-2.3%	1.1	2.1%[50 µM]	2%	·	·
COc1ccccc1N1CCN(Cc2ccc(OC)c3ccccc23)CC1	-6%	-2%	3%	3%	0.4%	1.1	8.9%	5%	4	718
O=C1N/C(=N\N=C\c2ccccn2)SC1Cc1cccc(SC(F)F)c1 (stereo not given)	-20%	16%	4%	-10%	-2.6%	1.1	-0.8%	-3%	·	·
Cc1nc(SCc2ccc(C(=O)O)cc2)c2c(C)c(C)sc2n1	·	6%	3%	·	·	·	-2.5%[50 µM]	-2%	41	682
Cc1ccc(C)c(N2CCN(S(=O)(=O)c3ccc4c(c3)CCN4C(=O)CCC(=O)O)CC2)c1	15%	12%	-1%	11%	-15%	1.1	-0.6%	4%	·	·
Cc1cc(C)c(S(=O)(=O)N2CCN(c3nc4c(c(=O)n(C)c(=O)n4C)n3C)CC2)c(C)c1	3%	·	2%	3%	-6.1%	1.1	·	·	·	·
Cc1nonc1OCCn1c([N+](=O)[O-])cnc1C	7%	-2%	7%	7%	-5.4%	1.1	0.1%	-1%	2	701
Cc1ccc2nc(SCC(=O)Nc3ccc(C)c([N+](=O)[O-])c3)[nH]c2c1	12%	-1%	6%	24%	-2.2%	1.1	0.0%[50 µM]	8%	3	706
COc1cc(/C=c2\s/c(=C\C(=O)C(C)(C)C)[nH]c2=O)cc(OC)c1OC	12%	16%	-1%	10%	-3.7%	1	0.5%	4%	-3	666
COCCNC(=O)/C(C#N)=C/c1ccc(OCC(=O)NC2CCCCC2)cc1	-4%	38%	3%	-3%	-1.4%	1.1	0.6%	7%	-10	682
CCOC(=O)c1c(N)sc(C(O)(C(F)(F)F)C(F)(F)F)c1-c1ccc(Cl)cc1	14%	16%	3%	23%	-2.7%	1.1	0.2%	-1%	4	825
COc1ccc(C(=O)Nc2nnc(-c3ccco3)s2)cc1	-6%	-1%	3%	-5%	-6.7%	1.2	0.0%	-3%	-21	726
Cc1noc(C)c1S(=O)(=O)N(C)CC(=O)NCc1ccccc1	-9%	-1%	-1%	2%	-1.0%	1.1	0.5%	4%	·	·
O=C(Oc1ccc(-c2ccccc2)cc1)N1CCCCC1	7%	10%	0%	20%	-3.1%	1.1	-1.0%[50 µM]	-3%	0	740
COc1ccc(CN2CCN(CCc3ccccc3)C(CCO)C2)cc1Cn1cncn1 (stereo not given)	4%	18%	0%	9%	-5.6%	1.1	0.2%	2%	-11	706
N#CC(Cc1ccccc1OC(F)F)c1nc2ccccc2[nH]1 (stereo not given)	4%	9%	-7%	13%	-3.6%	1.1	2.8%[50 µM]	5%	12	559
Cc1ccc(-c2cc(C#N)c(=O)n(Cc3c(Cl)cccc3Cl)c2)cc1	-9%	10%	1%	-16%	-4.2%	1	3.3%	12%	·	·

2 entries from above, as labelled records.
O=C(O)CCCCCNS(=O)(=O)c1ccc2c(c1)OCCO2
  human PMI inhibitors = 3%
  M17LAP inhibition = -4%
  SIAH1 antagonists = 0%
  PMI inhibitors = 10%
  XIAP displacement = -5.0%
  TNAP activators = 1.1
  UTI89 phage lysis = 0.3%
  P. falciparum M1AAP = 1%
  Hep lipid drop = 14
  Hep lipid drop cells 6.5 µM = 737

Nc1c(C(=O)c2ccc(Cl)cc2)sc2nc3c(cc12)CCC3
  human PMI inhibitors = 4%
  M17LAP inhibition = 11%
  SIAH1 antagonists = 6%
  PMI inhibitors = 10%
  XIAP displacement = -5.5%
  TNAP activators = 1
  UTI89 phage lysis = 1.6%
  P. falciparum M1AAP = 4%
  Hep lipid drop = -18
  Hep lipid drop cells 6.5 µM = 665
